TEAD-YAP inh: TEAD-YAP interaction inhibition; 640,000 compounds, 1.4% hits; AID 1259422; inhibition, % at 9.12 µM; HEK-TIYL cells, TEAD-Gal4/YAP UAS-luciferase luminescence; in the data active = inhibition above about 32%;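 note: 0% = median of test compound wells and 100% = reference inhibitor wells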
GPR151 ag: human GPR151 activation | PathHunter beta-arrestin GPR151 cells, luminescence | 650,000 compounds, 1% hits | activation, % at 11.2 µM | Q8TDV0; in the data active = activation above about 4.9%;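 note: 0% = median of compound wells and 100% = cells with positive control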
Target sequence (Q8TDV0 whole entry, looked up): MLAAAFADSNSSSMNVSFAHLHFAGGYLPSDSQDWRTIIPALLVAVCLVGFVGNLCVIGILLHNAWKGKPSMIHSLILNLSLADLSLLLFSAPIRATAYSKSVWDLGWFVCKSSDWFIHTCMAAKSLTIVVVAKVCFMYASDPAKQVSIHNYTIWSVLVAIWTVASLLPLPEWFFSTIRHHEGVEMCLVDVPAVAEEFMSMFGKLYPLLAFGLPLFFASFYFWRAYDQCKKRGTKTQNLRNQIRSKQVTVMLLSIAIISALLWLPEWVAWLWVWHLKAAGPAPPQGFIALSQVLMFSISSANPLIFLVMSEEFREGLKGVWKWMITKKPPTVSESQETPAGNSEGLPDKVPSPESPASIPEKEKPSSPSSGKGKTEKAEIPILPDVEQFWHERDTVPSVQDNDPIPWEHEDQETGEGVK
FBW7 act: human FBW7 E3 ligase activation, primary screen; Q969H0; AlphaScreen FBW7–phospho-cyclin E peptide binding, activator screen; normalized activity (activation), % at 26.1 µM; 650,000 compounds, 0.13% hits; in the data active = normalized activity above about 1.9%;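 note: purified mutant Fbw7 with reduced substrate affinity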
MITF inh: human MITF inhibition, primary screen | AlphaScreen MITF homodimerization, bead proximity signal | 650,000 compounds, 0.91% hits | O75030 | inhibition, % at 2.6 µM; in the data active = inhibition above about 50%;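 note: 0% = vehicle wells with protein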
Target sequence (O75030 whole entry, looked up): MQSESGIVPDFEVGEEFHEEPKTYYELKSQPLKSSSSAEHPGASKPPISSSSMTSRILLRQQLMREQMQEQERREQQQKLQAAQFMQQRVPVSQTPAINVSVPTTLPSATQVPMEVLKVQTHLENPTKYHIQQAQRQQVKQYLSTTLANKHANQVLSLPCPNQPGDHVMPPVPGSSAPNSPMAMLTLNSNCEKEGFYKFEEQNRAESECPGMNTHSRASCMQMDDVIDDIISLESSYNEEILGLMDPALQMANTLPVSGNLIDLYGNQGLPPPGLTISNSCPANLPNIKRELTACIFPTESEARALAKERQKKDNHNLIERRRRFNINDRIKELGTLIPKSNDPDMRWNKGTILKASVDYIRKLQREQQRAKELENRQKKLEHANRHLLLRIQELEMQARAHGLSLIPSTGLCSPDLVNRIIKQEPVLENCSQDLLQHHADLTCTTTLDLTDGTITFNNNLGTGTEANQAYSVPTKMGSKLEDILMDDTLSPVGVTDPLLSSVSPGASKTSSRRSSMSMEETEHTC
An asterisk follows results filed as active.

SMILES	TEAD-YAP inh	GPR151 ag	FBW7 act	MITF inh
O=C(Cn1c(=O)oc2cc(Cl)ccc21)NN1CCOCC1	2	-0.9	-0.3	0
CC(C)n1cnc2c(Nc3ccc(Oc4ccccc4)cc3)nc(NCCCN3CCCC3=O)nc21	-14	-2.1	-0.1	24
COc1ccccc1C(=O)Nc1cccc(N2CCC(NC3CCOC(C)(C)C3)CC2)c1 (stereo unspecified)	5	-0.9	0.1	15
Cn1cnc2c1c(=O)n(Cc1ccc(Cl)cc1F)c(=O)n2C	4	1.1	0.0	17
CC(C)c1ccccc1NC(=O)CCN1C(=O)c2cccc([N+](=O)[O-])c2C1=O	0	-0.2	0.0	2
CCC(Sc1nc2cc3c(cc2c(=O)n1Cc1ccco1)OCO3)C(=O)Nc1cccc(OC)c1 (stereo unspecified)	0	0.6	-0.1	-6
Cc1c(NC(=O)Nc2cc(F)ccc2F)n(C)c(=O)n1-c1ccccc1	-3	-2.0	-0.1	-1
CCC(C)c1ccccc1OCC(=O)Nc1ccc(C(N)=O)cc1 (stereo unspecified)	9	0.4	0.1	22
Cc1ccc(N2C(=O)C(O)(C(F)(F)F)C3=C2CC(C)(C)CC3=O)cc1 (stereo unspecified)	14	0.2	-0.1	7
COc1ccc(N=C(NN)c2ccccc2)cc1	-42	-3.4	0.2	-1
CC(=O)Nc1ccc(C(=O)Nc2ccncc2)cc1	-7	-0.5	-0.1	-4
OCC1CCN(C2CCCN(Cc3cnc(-c4ccc(Cl)cc4)nc3)C2)CC1 (stereo unspecified)	-27	2.0	0.2	15
Nc1nc(Nc2ccccc2)cc(Nc2ccccn2)n1	-26	2.0	0.0	2
O=C(c1ccc([N+](=O)[O-])cc1)N(Cc1nc2ccccc2c(=O)[nH]1)C1CCCC1	-2	0.4	-0.1	-2
CSc1ccc(C(=O)NCC2CCC3(CCN(Cc4ccccn4)CC3)O2)cc1 (stereo unspecified)	5	-0.9	-0.1	0
O=C(N/N=C/c1ccc(Cl)cc1)c1ccccc1I	8	1.2	-0.1	-2
O=C1NC(=S)N/C1=C/c1cc([N+](=O)[O-])ccc1Cl	18	-0.1	0.0	-2
CCOc1ccc(/C(C)=N\NC(=O)Cc2ccccc2)cc1	-40	-0.5	0.0	-2
O=C(Nc1ccn(Cc2ccc(F)cc2)n1)c1ccncc1	9	-0.2	0.1	4
Cc1ccc(NC(=O)CSc2c[nH]c3ccccc23)cc1	3	-0.6	0.0	-9
Cc1ccc(NC(=O)c2cccc(Cl)c2)cc1C	-53	-3.5	0.0	-1
CCCNc1ccc2ncc(-c3cc(OC)c(OC)c(OC)c3)n2n1	-15	1.1	0.2	-9
O=C1/C(=C\c2ccccc2)N=C(c2ccccc2)N1c1ccccc1	-3	-0.3	-0.1	10
O=S(=O)(NCC1CCCN(Cc2ccccc2O)C1)c1cccc2cccnc12 (stereo unspecified)	2	1.7	0.1	-4
CC(=O)Nc1ccc(NC(=O)c2ccc(COc3ccccc3)cc2)cc1	-3	-0.2	-0.1	6
CCC(=O)N1CCc2cc(-c3csc(N)n3)ccc21	-13	-2.1	-0.2	19
CC(C)(C)CN1CCNC(=O)C1CC(=O)N1CCN(c2nc3ccccc3s2)CC1 (stereo unspecified)	8	-0.2	-0.1	-5
O=S1(=O)N=C(N(Cc2ccccc2O)c2cccc3ccccc23)c2ccccc21	4	1.0	0.0	15
COC(=O)c1ccccc1NC(=O)CSc1nc2cc3c(cc2cc1C#N)OCCO3	3	0.9	0.1	11
NC(=O)C1CCN(S(=O)(=O)c2ccc(Br)cc2)CC1	7	-0.3	0.4	11
COC(=O)c1ccc2c(c1)N(C)C(=O)/C(=C/c1ccc(OC)cc1)S2	-9	0.0	-0.3	-14
O=C1NC2OCC(O)C(O1)C2O (stereo unspecified)	3	2.9	0.1	0
CCC(C)NC(=O)c1cc(Sc2ccc(F)cc2)nc2ccccc12 (stereo unspecified)	-8	0.2	-0.1	0
Fc1cccc(Nc2nc(NCC3CCCO3)c3ccccc3n2)c1 (stereo unspecified)	45*	4.6	0.1	-21
CC(C)Cc1ccc(CN2CCc3nnc(C(NS(C)(=O)=O)C(C)C)n3CC2)cc1 (stereo unspecified)	-7	-0.1	0.0	-1
O=C(Cn1cnc2scc(-c3ccccc3)c2c1=O)Nc1ccccc1	-10	0.1	0.0	2
CCCC(c1nnnn1CC1CCCO1)N1CCN(C)CC1 (stereo unspecified)	4	-0.7	1.2	9
CCn1cc(CCC(=O)NCc2ccc3c(c2)OCO3)c2ccccc21	0	4.5	-0.1	-13
COc1ccc(C(CC(=O)N2CCc3ccccc32)NS(=O)(=O)c2ccc(F)cc2)cc1 (stereo unspecified)	5	1.2	-0.1	1
O=C(Nc1ccc(Cl)cc1)C(=O)Nc1cccc2cccnc12	-1	1.1	0.0	15
CCOC(=O)CN1C(=O)S/C(=C/c2sccc2C)C1=O	-37	1.8	-0.3	2
CC1CCc2ccccc2N1C(=O)c1cccs1 (stereo unspecified)	7	0.5	0.9	14
CN1CCNC(=O)C1CC(=O)NCC1(c2ccccc2)CCCC1 (stereo unspecified)	-5	-1.0	0.0	-2
COc1ccc(Cl)cc1C(=O)O/N=C(\N)c1ccccc1Cl	2	-2.4	0.3	13
O=C(/C=C/c1ccc(Br)cc1)Nc1nc2ccccc2s1	-9	-1.4	-0.1	-5
c1ccc(N2CCN(c3nccc(NCc4cccnc4)n3)CC2)nc1	6	-1.6	0.1	2
COC(=O)N/N=C\c1ccc(-c2cccc(C(=O)O)c2)o1	-10	-0.8	0.0	7
CSc1ccccc1C(=O)NCC1CCCO1 (stereo unspecified)	-11	-0.4	-0.1	-7
O=C(COC(=O)c1c(F)cccc1F)Nc1ncc(Cl)cc1Cl	0	-0.2	0.0	-2
O=C(CSc1nc2ccccc2c(=O)[nH]1)NC1CCCCC1	-13	-0.4	0.3	10

Remaining list, next part
SMILES	TEAD-YAP inh	GPR151 ag	FBW7 act	MITF inh
CCOC(=O)C1=C(C)N=c2s/c(=C\c3cn(-c4ccccc4)nc3-c3ccc(Cl)cc3)c(=O)n2C1c1ccc(C)cc1 (stereo unspecified)	-1	-0.8	0.4	5
CC(=O)c1ccc(C)cc1OC(=O)c1ccc(F)cc1	8	0.6	1.2	7
O=C(NN1C(=O)/C(=C\c2ccco2)SC1=S)c1ccccc1Cl	1	-0.3	-0.5	35
O=C(CCCCCN1C(=O)c2cccc([N+](=O)[O-])c2C1=O)Nc1ccccc1Cl	-11	0.3	1.5	1
COc1ccc(OC)c(CN2CCc3c(C(=O)N4CCCC4)c(OC)cc(=O)n3CC2)c1	-8	1.3	0.2	-3
CC(O)Cn1c(NCCN(C)C)nc2c1c(=O)n(C)c(=O)n2C (stereo unspecified)	8	-2.1	0.8	17
N#C/C(=C\Nc1cccc([N+](=O)[O-])c1)c1nc(-c2ccc3c(c2)OCO3)cs1	5	-0.3	-0.1	6
CCC1CCc2c(sc(NC(=O)c3c(-c4c(Cl)cccc4Cl)noc3C)c2C(N)=O)C1 (stereo unspecified)	8	0.5	0.0	11
COc1ccc(O)c(C2=Nc3ccccc3N=C(c3cccc(Br)c3)C2)c1	-67	5.5*	0.1	7
Cc1cccc(NC(=O)CSc2nnc(-c3cccs3)n2N)c1C	9	-0.2	0.3	9
Cc1cccc(C(=O)Nc2c3c(nn2-c2ccc(F)cc2)CSC3)c1	-3	2.1	0.0	53*
COc1cc(/C=N/O)cc(Br)c1OC	-2	3.4	0.0	13
COc1ccc(CN2C(=O)C3C(C(=O)Nc4cccc(Cl)c4)C4C=CC3(O4)C2C(=O)NC2CCCC(C)C2C)cc1 (stereo unspecified)	-7	-1.1	0.0	-6
C=CCOc1c(Br)cc(C2C(C#N)=C(N)OC3=C2C(=O)CCC3)cc1OCC (stereo unspecified)	8	-0.6	0.0	9
COc1ccc(CC(=O)Nc2nnc(SCC(=O)Nc3nnc(C)s3)s2)cc1	12	-0.2	0.1	-6
CCOC(=O)CSc1nc2c(sc3cccc(F)c32)c(=O)n1Cc1ccc(OC)cc1	1	-2.2	0.2	23
CCNC(=O)N1CCCC1c1nc(-c2ccc(F)cc2)c2ccccn12 (stereo unspecified)	-7	0.2	-0.3	-5
Cc1cccc(NC(=O)CSc2nnc3sc4ccccc4n23)c1C	-9	1.2	-0.1	3
Cc1cc(/C=C2\NC(=O)NC2=O)c(C)n1-c1cccnc1	-18	2.7	-0.2	-3
O=C(Cn1c2ccccc2c(=O)c2cc([N+](=O)[O-])ccc21)Nc1cccc(Cl)c1	-1	1.4	0.3	4
Cc1cc[n+](CC(=O)c2ccccc2)c2ccccc12	5	-1.4	0.2	11
Cc1ccc(S(=O)(=O)N(C)/N=C/c2ccc(C(=O)O)cc2)cc1	1	-1.0	0.0	11
COc1ccc(NC(=O)CCn2c(=S)[nH]c3ccccc3c2=O)cc1	4	2.1	0.1	-15
CCN(CC)c1ccc(/C=N/Nc2nc3ccccc3n2C)cc1	-19	0.0	0.0	27
N#Cc1cc2c(nc1SCCS(=O)(=O)Cc1ccc(Cl)cc1)CCCC2	1	0.0	0.0	-5
Cc1nnc2c3nnc(C)n3c3ccccc3n12	5	-0.9	0.6	15
Cc1nnc(SCC(=O)N2CCC(CO)(CCOc3ccccc3)CC2)s1	1	0.0	0.0	-12
O=C(CC1C(=O)NCCN1Cc1cccc(F)c1F)NCCCC1CCCC1 (stereo unspecified)	14	1.9	-0.2	8
COc1cc(Nc2nc(Nc3ccccn3)nc3c2ncn3-c2ccccc2)cc(OC)c1OC	12	3.6	-0.3	-1
CCOC(=O)N1CCC(NC(=O)Cn2nc(Cc3ccncc3)c3ccccc3c2=O)CC1	-1	-0.7	0.4	3
CCN(CC)C(=O)C1CCCN(c2nc(NC3CCN(Cc4ccccc4)CC3)c3ncn(CCN4CCCC4=O)c3n2)C1 (stereo unspecified)	-7	0.7	-0.2	2
Fc1ccc(NC(=S)Nc2cccnc2)cc1Cl	-2	1.2	0.0	1
O=C(Nc1ccncc1NC(=O)c1ccco1)c1ccco1	7	0.6	0.0	1
N[C@H](Cc1ccc(-c2cn[nH]c2)cc1)C(=O)N(CCO)Cc1ccccc1	2	-0.7	1.1	15
Cc1ccccc1OCC(O)Cn1c(NCCCn2ccnc2)nc2c1c(=O)n(C)c(=O)n2C (stereo unspecified)	2	2.0	-0.3	-10
COC(=O)c1ccc2c(=O)n(Cc3ccc4c(c3)OCO4)c(SCc3cccc(Cl)c3)nc2c1	-33	-2.3	-0.1	-11
CCCC(=O)N(c1ccc2oc(C)c(C(=O)OCC)c2c1)S(=O)(=O)c1ccc(Cl)c([N+](=O)[O-])c1	-9	0.0	-0.2	-7
N#C/C(=C\c1ccc(-c2ccc(S(N)(=O)=O)cc2)o1)C(=O)Nc1ccccc1C(=O)O	-4	-1.1	-0.2	1
COc1ccc(/C=C2\SC(=S)N(CCCC(=O)Nc3ccc(O)cc3)C2=O)cc1	17	-1.1	0.0	20
COc1ccc(S(=O)(=O)N2CCC(C(=O)NCC(=O)C(C)(C)C)CC2)cc1	-4	0.6	0.1	-9
O=C(NCc1ccccc1)c1ccc2nc(N3CCN(Cc4ccc5c(c4)OCO5)CC3)sc2c1	6	-0.6	0.0	2
Nc1nc(Cn2c(-c3nonc3N)nc3ccccc32)nc(N2CCOCC2)n1	5	-0.4	-0.1	-8
O=C(/C=C/c1ccc([N+](=O)[O-])cc1)NC1CC2CCC1C2 (stereo unspecified)	-18	0.9	-0.1	-29
C=CCOc1ccc(C2C(C#N)=C(N)OC3=C2C(=O)CCC3)cc1 (stereo unspecified)	2	-0.5	0.1	5
COc1ccc(N2C(=O)C(=O)/C(=C(\O)c3ccc(Cl)cc3)C2c2ccccc2F)cc1 (stereo unspecified)	-3	-1.2	1.7	22
COc1ccc(CNC2CCCCC2OC)cc1 (stereo unspecified)	11	-0.9	0.2	15
CCc1cc2ccc(C)c(C)c2nc1SCC(N)=O	-8	1.7	0.0	-9
COc1ccc(C2SCCN2S(=O)(=O)c2ccc(NC(C)=O)cc2)cc1OC (stereo unspecified)	2	-0.8	1.9*	14

A draw from above in order of length of the SMILES, low to high:
SMILES	TEAD-YAP inh	GPR151 ag	FBW7 act	MITF inh
O=C1NC2OCC(O)C(O1)C2O (stereo unspecified)	3	2.9	0.1	0
COc1ccc(CNC2CCCCC2OC)cc1 (stereo unspecified)	11	-0.9	0.2	15
Fc1ccc(NC(=S)Nc2cccnc2)cc1Cl	-2	1.2	0.0	1
CCc1cc2ccc(C)c(C)c2nc1SCC(N)=O	-8	1.7	0.0	-9
Nc1nc(Nc2ccccc2)cc(Nc2ccccn2)n1	-26	2.0	0.0	2
O=C(/C=C/c1ccc(Br)cc1)Nc1nc2ccccc2s1	-9	-1.4	-0.1	-5
O=C(CSc1nc2ccccc2c(=O)[nH]1)NC1CCCCC1	-13	-0.4	0.3	10
Cn1cnc2c1c(=O)n(Cc1ccc(Cl)cc1F)c(=O)n2C	4	1.1	0.0	17
COc1ccc(C2SCCN2S(=O)(=O)c2ccc(NC(C)=O)cc2)cc1OC (stereo unspecified)	2	-0.8	1.9*	14
COc1ccccc1C(=O)Nc1cccc(N2CCC(NC3CCOC(C)(C)C3)CC2)c1 (stereo unspecified)	5	-0.9	0.1	15
CC(C)n1cnc2c(Nc3ccc(Oc4ccccc4)cc3)nc(NCCCN3CCCC3=O)nc21	-14	-2.1	-0.1	24
CCCC(=O)N(c1ccc2oc(C)c(C(=O)OCC)c2c1)S(=O)(=O)c1ccc(Cl)c([N+](=O)[O-])c1	-9	0.0	-0.2	-7
COc1ccc(CN2C(=O)C3C(C(=O)Nc4cccc(Cl)c4)C4C=CC3(O4)C2C(=O)NC2CCCC(C)C2C)cc1 (stereo unspecified)	-7	-1.1	0.0	-6
CCOC(=O)C1=C(C)N=c2s/c(=C\c3cn(-c4ccccc4)nc3-c3ccc(Cl)cc3)c(=O)n2C1c1ccc(C)cc1 (stereo unspecified)	-1	-0.8	0.4	5
